# DENV2 CPE rescue: inhibitors of DENV2 cytopathic effect, primary screen, cell-based, plate reader, single concentration | DENV2-infected cells, cytopathic effect rescue | CPE inhibition, % at 9.99 µM | 350,000 compounds, 1.7% hits; in the data active = CPE inhibition above about 20%, passing the limit was not always enough; inconclusive = no clear call, values can overlap the other calls; tested in BHK-21 cells;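 also: 0% = median of neutral control wells and 100% = median of positive control wells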
# EWS-Fli block: EWS/Fli-driven NR0B1 reporter inhibitors, primary screen, A673 cells, NR0B1 luciferase, luminescence, MLPCN library. viability-normalised. 350,000 compounds, 0.67% hits. inhibition, % at 12.6 µM;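 active = mean inhibition of at least 50% after viability correction, with every replicate also passing that limit; inconclusive = mean reaches 50% but only one of two replicates passes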;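 also: firefly luciferase signal divided by Alamar Blue viability fluorescence both relative to DMSO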
# PAX8 inh HTS: inhibitors of PAX8-driven TPO luciferase reporter, primary screen, RMG-I cells, single concentration; 360,000 compounds, 1.2% hits; AID 652154, 2013; inhibition, % at 12.6 µM; SteadyGlo, 24 h;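 active = mean replicate inhibition at least 60% with every replicate also reaching 60%; inconclusive = only one of the two criteria is met; inactive = mean below 60% and not all replicates reaching 60%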;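 also: luciferase light reporting Pax8 driven TPO promoter activity; plate controls were median of neutral control wells for no effect and mitoxantrone controls for full effect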
# ERp5 inh: inhibitors of ERp5-driven insulin aggregation, primary screen, biochemical, turbidity, absorbance 650 nm, single point; Protein disulfide-isomerase A6 (Homo sapiens), Q15084; 90 min; inhibition, % at 9.99 µM; 350,000 compounds, 0.05% hits;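 active = mean replicate inhibition above about 25%, with every replicate also reaching it, limit read from the data, passing the limit was not always enough; inconclusive = only one of those two criteria met; inactive = neither criterion met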
# Target sequence (Q15084 whole entry, looked up): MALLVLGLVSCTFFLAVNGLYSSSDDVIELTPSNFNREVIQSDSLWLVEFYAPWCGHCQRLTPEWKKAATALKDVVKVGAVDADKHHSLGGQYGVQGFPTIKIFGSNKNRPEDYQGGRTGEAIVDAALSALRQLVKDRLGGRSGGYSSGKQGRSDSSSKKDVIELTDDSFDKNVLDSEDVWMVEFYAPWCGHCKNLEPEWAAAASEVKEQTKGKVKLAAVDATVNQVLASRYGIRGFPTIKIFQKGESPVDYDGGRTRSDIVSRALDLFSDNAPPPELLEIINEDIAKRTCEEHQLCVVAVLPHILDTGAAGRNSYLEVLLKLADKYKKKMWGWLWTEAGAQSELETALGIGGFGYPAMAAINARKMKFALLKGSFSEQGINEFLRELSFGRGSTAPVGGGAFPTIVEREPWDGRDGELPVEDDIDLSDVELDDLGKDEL
# F508del corr: F508del CFTR correction, initial screen, CFBE line, single point | CFBE cells, YFP halide quenching; stimulated with forskolin plus potentiator P3; % fluorescence drop versus neutral controls | activity (quench increase), % at 7.58 µM | 350,000 compounds, 0.36% hits | AID 720511, 2013;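 active = mean added fluorescence quench of at least 8% versus neutral control, with both replicates also reaching 8%; inconclusive = only one of the mean or replicate conditions met; inactive = mean below 8% and not both replicates reaching 8%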;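 also: cells transiently co-express mutant CFTR-F508del with the halide-sensitive YFP; corrector assay measuring rescue of mutant channel to the surface after 24 h compound exposure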
# INS-1E GSIS act: GLuc luminescence reporter in INS-1E cells, primary screen for activators of glucose-dependent secretion of insulin; INS-1E GLuc reporter insulin secretion, 2-3 h; activation, % at 16.6 µM; 370,000 compounds, 0.61% hits;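 active = lowest replicate activation of at least 40%, so every replicate reaches that level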;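 also: 0% = median of neutral control wells and 100% = median of IBMX positive control wells; some compounds called inactive have numbers as strong as hits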
# ARNT TACC3 PPI: disruptors of ARNT/TACC3 protein interaction, primary screen, biochemical, AlphaScreen, single concentration. AID 623870, 2012. Transforming acidic coiled-coil-containing protein 3 (Homo sapiens), Q9Y6A5. AlphaScreen His-ARNT PAS-B/GST-TACC3 binding, luminescence; TACC3 fragment carries E629A point mutation. inhibition, % at 9.99 µM. 390,000 compounds, 0.66% hits;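 active = mean inhibition of replicates at least 50% and at least half of replicates each reaching 50%; inconclusive = half or more replicates reach 50% but mean below 50%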;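 also: 0% = complete ARNT plus TACC3 wells and 100% = ARNT alone without TACC3; many hits fall short of the cut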
# Xi reactivation: activators of inactive X chromosome reactivation, primary screen, imaging, XiGFP fibroblasts, GFP high-content imaging, set 2; XiGFP mouse fibroblasts, % GFP-positive cells imaging, 3 d; cells co-treated with 5-aza-dC sensitizer; scaled so ellipticine positive control = 100%; activation, % at 7.58 µM; 360,000 compounds, 0.055% hits; AID 743238, 2013;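 active = mean normalized replicate activation at least 10% and every replicate at or above 10%; inconclusive = only one of the two criteria met; inactive = mean below 10% and not all replicates reach 10%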;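 also: 0% = median of on-plate neutral control wells and 100% = ellipticine 6 µM median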
#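 System: 68-5-11 XiGFP fibroblast line | Buffer or medium: DMEM containing 5-aza-dC | Compound: Single point | Times: Compounds 3 days, fix/stain 15 min at room temperature | Benchmarks: Positive control ellipticine, 6 µM final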
# * hit, by the source's call; ? = inconclusive; · = no result given.
# Every second line gives: PAX8 inh HTS	F508del corr	EWS-Fli block	ARNT TACC3 PPI	Xi reactivation	ERp5 inh	INS-1E GSIS act	DENV2 CPE rescue
> O=C(Cc1ccccn1)N1CC(=O)N2[C@H](CO)[C@H](c3ccc(C#CC4CCCC4)cc3)[C@@H]2C1
→ ·	4.1	6	·	0.1	1	-11	4
> CCCN1[C@@H]2c3ccc(-c4ccc(OC)cc4)c(=O)n3C[C@H]1[C@H](CO)[C@H]2C(=O)NCC
→ ·	0.9	-19	·	0.0	-3	0	-14
> FC(F)C(F)(F)c1cc(-c2ccccc2)n[nH]1
→ -34	-0.4	-29	-3	0.3	5	28	-6
> COCCc1nc2ccc(C(=O)N3CCCCC3COC)cc2o1 (stereo not drawn)
→ -15	-1.3	·	0	-0.1	5	-12	0
> Cc1cc(C)nc(NS(=O)(=O)c2ccc(NC(=O)c3cc(-c4ccccc4)nc4ccccc34)cc2)n1
→ 37	-2.1	6	-3	0.0	5	-5	-11
> O=C(NNC1=NC2(CCCC2)Cc2ccccc21)c1ccncc1
→ 7	0.8	4	-4	0.0	-3	-14	8
> COc1ccc(CNC(=O)C[C@H]2C[C@H]3c4cc(NC(=O)NC5CCCC5)ccc4O[C@H]3[C@H](CO)O2)cc1
→ ·	0.8	1	-15	0.0	-11	-13	?
> Cc1ccc(CNC(=O)C2CC(c3cccc([N+](=O)[O-])c3)=NO2)cc1 (stereo not drawn)
→ 3	-1.0	-2	0	-0.1	-6	-4	-7
> COc1ccc(CN(C)Cc2nc3cc(OC)c(OC)cc3c(=O)[nH]2)c(OC)c1
→ -28	0.2	-14	4	0.0	0	-32	-1
> CC(=O)c1ccc(N2C(=O)C3C4C=CC(CC4)C3C2=O)cc1 (stereo not drawn)
→ -12	-1.0	2	0	0.2	-1	12	2
> Cn1c(SCC(=O)Nc2ccccc2)nnc1-c1ccc2nonc2c1
→ -6	-2.0	5	-2	0.0	3	-4	11
> CCCN=C1N(CC)C[C@@H]2[C@@H]3C(=O)N(C)C(=O)[C@@H]3[C@](C)(C(=O)OC)N12
→ 2	-1.0	-6	-6	0.1	8	1	-6
> C[C@H](CO)N1C[C@H](C)[C@H](CN(C)Cc2ccc(C(F)(F)F)cc2)OCCCC[C@H](C)Oc2ccc(NC(=O)Nc3cccc4ccccc34)cc2C1=O
→ -9	-1.2	3	10	0.1	·	15	-5
> C[C@@H]1CCCCO[C@@H](CN(C)C(=O)CCCN(C)C)[C@H](C)CN([C@@H](C)CO)C(=O)c2cc(NC(=O)NC3CCCCC3)ccc2O1
→ -11	-0.4	-5	1	-0.6	-4	6	-5
> CCOC(=O)c1cc(=O)[nH]c2ccccc12
→ -9	0.8	-2	2	0.3	1	47	1
> CC(=O)Oc1ccc(-n2c(=O)c3ccccc3c3ccccc3c2=O)cc1
→ -14	5.7	-1	-1	0.0	3	6	15
> C[C@@H]1CN([C@@H](C)CO)C(=O)c2cc(NC(=O)c3ccncc3)ccc2O[C@@H]1CN(C)S(=O)(=O)c1ccc(Cl)cc1
→ -15	-1.3	3	0	-0.5	-4	-4	1
> CCNc1nc(NCC)nc(N/N=C/c2ccc(O)c(O)c2)n1
→ 25	-4.1	6	25	0.0	-1	8	-8
> Cc1cnc(C(=O)OCC(=O)NC(C)CCc2ccccc2)cn1 (stereo not drawn)
→ 1	1.6	-1	·	0.3	0	-3	-2
> COCCCC1CCN(C(=O)c2cc(COc3ccc(C)nc3)on2)CC1
→ ·	-3.3	7	-34	0.2	-3	·	3
> C[C@@H]1CCCCO[C@H](CN(C)C(=O)c2ccncc2)[C@H](C)CN([C@H](C)CO)C(=O)c2cc(NC(=O)C3CCCCC3)ccc2O1
→ -2	-2.9	-6	9	-0.9	4	9	?
> Cc1cccc(CN2[C@H](COC(=O)Nc3ccccc3)C=CS2(=O)=O)c1
→ -3	-3.3	-5	·	0.0	5	-10	3
> O=C(COc1ccc2ccccc2c1)N1CCN(C(=O)c2ccc([N+](=O)[O-])cc2)CC1
→ 1	0.5	-4	·	0.1	-2	-8	-3
> CCc1cc2c(=O)[nH]c(COC)nc2s1
→ 43	·	-11	0	0.0	-4	·	46*
> CC(C)NC(=O)N(C)C[C@H]1Oc2cc(-c3cccnc3)ccc2S(=O)(=O)N([C@H](C)CO)C[C@@H]1C
→ ·	1.6	6	-6	-0.1	1	15	-6
> CCN(CC)S(=O)(=O)c1ccc(N2CCCC2)c(NS(=O)(=O)c2ccc(F)cc2)c1
→ 2	·	5	-5	-0.1	-1	10	5
> COc1ccc(S(=O)(=O)N2CCC(C(=O)NCC3CCCCC3)CC2)cc1
→ -10	-1.2	14	0	0.0	4	-9	10
> C[C@@H]1CCCCO[C@H](CN(C)C(=O)CCC(F)(F)F)[C@H](C)CN([C@@H](C)CO)C(=O)c2cc(NC(=O)Nc3ccccc3)ccc2O1
→ -1	-2.6	-8	-5	0.4	-4	-8	1
> COc1ccc(C2=NOC(C(=O)Nc3c(C)n(C)n(-c4ccccc4)c3=O)C2)cc1 (stereo not drawn)
→ 3	1.4	2	1	-0.1	-2	12	-8
> COc1ccc(CCNC(=O)CCCCC(=O)NCCc2ccc(OC)cc2)cc1
→ 28	2.1	5	-7	0.0	6	-1	-2

# Full records from above. Order of values: PAX8 inh HTS | F508del corr | EWS-Fli block | ARNT TACC3 PPI | Xi reactivation | ERp5 inh | INS-1E GSIS act | DENV2 CPE rescue
# Listed for CC(C)NC(=O)N(C)C[C@H]1Oc2cc(-c3cccnc3)ccc2S(=O)(=O)N([C@H](C)CO)C[C@@H]1C : · | 1.6 | 6 | -6 | -0.1 | 1 | 15 | -6
# Listed for CCNc1nc(NCC)nc(N/N=C/c2ccc(O)c(O)c2)n1 : 25 | -4.1 | 6 | 25 | 0.0 | -1 | 8 | -8
# Listed for C[C@@H]1CN([C@@H](C)CO)C(=O)c2cc(NC(=O)c3ccncc3)ccc2O[C@@H]1CN(C)S(=O)(=O)c1ccc(Cl)cc1 : -15 | -1.3 | 3 | 0 | -0.5 | -4 | -4 | 1
# Listed for C[C@@H]1CCCCO[C@H](CN(C)C(=O)c2ccncc2)[C@H](C)CN([C@H](C)CO)C(=O)c2cc(NC(=O)C3CCCCC3)ccc2O1 : -2 | -2.9 | -6 | 9 | -0.9 | 4 | 9 | ?
# Listed for C[C@@H]1CCCCO[C@H](CN(C)C(=O)CCC(F)(F)F)[C@H](C)CN([C@@H](C)CO)C(=O)c2cc(NC(=O)Nc3ccccc3)ccc2O1 : -1 | -2.6 | -8 | -5 | 0.4 | -4 | -8 | 1

# Carrying on:
# Every second line gives: PAX8 inh HTS	F508del corr	EWS-Fli block	ARNT TACC3 PPI	Xi reactivation	ERp5 inh	INS-1E GSIS act	DENV2 CPE rescue
> C[C@H](CO)N1C[C@H](C)[C@@H](CN(C)C(=O)Nc2cccc3ccccc23)Oc2c(NC(=O)Nc3ccc(F)cc3)cccc2C1=O
→ ·	1.5	8	4	-0.2	-1	-11	-5
> CN(C)CCCNC(=O)C[C@@H]1C=C[C@@H](NC(=O)Cc2cccnc2)[C@@H](CO)O1
→ ·	-0.3	·	·	-0.1	3	3	-14
> CCOC(=O)c1c(NC(=O)c2nn(CC)cc2Br)c(C#N)cn1-c1ccccc1
→ ·	3.8	-6	18	·	3	11	-6
> COc1ccc(C)cc1NC(=O)CNC(c1ccccc1)c1ccc(C)cc1 (stereo not drawn)
→ 8	13*	55*	-7	0.8	-2	-5	10
> CCOc1ccccc1NC(=O)NCc1ccco1
→ 13	-0.8	5	-21	0.0	-2	11	-3
> C[C@@H]1CN([C@H](C)CO)C(=O)c2cccc(NS(=O)(=O)c3cn(C)cn3)c2O[C@H]1CN(C)S(=O)(=O)c1cn(C)cn1
→ -16	-3.5	3	-9	0.0	-6	-2	-1
> COc1cccc(-c2c(C(=O)N/N=C(\C)c3cccs3)nnn2-c2nonc2N)c1
→ -10	2.2	·	·	0.0	0	9	2
> C/C=C/c1ccc([C@@H]2[C@H]3CN(Cc4ccc(C(=O)OC)cc4)CC(=O)N3[C@H]2CO)cc1
→ -8	1.3	-3	·	0.0	-2	-12	-2
> Cc1cc(C)c(Cn2ncn(-c3ccc(Br)cc3)c2=O)c(C)c1
→ 2	-1.5	-11	·	0.0	-4	9	8
> COc1ccc(C2CCCN2C(=S)Nc2ccc(C)cc2C)cc1OC (stereo not drawn)
→ 4	-1.8	9	11	1.4	?	13	0
> Cc1ccc(S(=O)(=O)NCC(=O)OCC(=O)NC(=O)c2cccn2C)cc1
→ ·	3.5	12	0	·	-4	-44	0
> NCCCC[C@@H]1NC(=O)c2cc([N+](=O)[O-])cc(F)c2NCCCC[C@@H](C(N)=O)NC(=O)CNC1=O
→ 0	0.5	5	0	0.0	-1	8	9
> Nc1[nH]c(C(=O)c2ccccc2)c(-c2ccccc2C(F)(F)F)c1C(=O)c1cccs1
→ -6	-2.2	5	·	0.1	-2	·	-1
> Cc1cc(NC(=O)CCC(=O)N(CC(=O)NCC2CCCO2)c2cccc(F)c2)no1 (stereo not drawn)
→ 6	1.0	-2	0	0.0	-5	-1	5
> Cc1noc(C)c1S(=O)(=O)Nc1ccc2c(c1)C(=O)N([C@@H](C)CO)C[C@@H](C)[C@H](CN(C)CC1CC1)OCCCC[C@H](C)O2
→ -8	0.0	-17	-11	0.1	·	-6	4
> C[C@@H]1CN([C@@H](C)CO)C(=O)c2cc(NS(=O)(=O)c3cccs3)ccc2O[C@H]1CN(C)S(=O)(=O)c1cn(C)cn1
→ -3	-0.5	-18	-2	0.1	0	20	8
> COc1ccccc1-c1ccc(SCc2cccc(F)c2)nn1
→ -2	-2.1	-37	-3	0.0	3	7	·
> O=C(Cn1cnc2ccccc2c1=O)Nc1cccc(S(=O)(=O)N2CCCCC2)c1
→ 4	2.9	-2	0	0.0	8	-33	0
> COCC(=O)Nc1nc(-c2ccc(-c3ccccc3)cc2)cs1
→ -192	3.9	-89	1	1.5	3	5	-1
> CCC(=O)N1CC2(CN(C(C)=O)C2)c2c([nH]c3cc(OC)ccc23)[C@@H]1CO
→ -20	-2.9	6	·	0.1	1	2	-5
> CN(C(=O)c1ccccc1OC1CCN(S(C)(=O)=O)CC1)C1CCOC1 (stereo not drawn)
→ 3	8.5*	-1	-1	0.0	-6	12	-4
> O=C(NC1CCCCC1)C1c2ccccc2OCC(=O)N1Cc1ccc2c(c1)OCO2 (stereo not drawn)
→ 5	0.1	-2	·	0.0	-5	-1	-10
> CC(C)C(NC(=O)c1ccccc1F)C(=O)NCc1ccc(S(=O)(=O)N2CCOCC2)cc1 (stereo not drawn)
→ 4	3.0	1	1	0.0	8	-2	-4
> O=[N+]([O-])c1ccc(C(O)CN2CCN(C/C=C/c3ccccc3)CC2)cc1 (stereo not drawn)
→ 2	0.6	11	5	0.1	2	51*	-6
> N#Cc1ccccc1OCc1cccc(S(=O)(=O)N2CCOCC2)c1
→ -6	-1.8	1	0	0.0	-24	·	-6
> S=C(NCc1ccccc1)NCc1cccc(CNC(=S)NCc2ccccc2)c1
→ 29	·	8	11	0.0	3	0	2

# From PubChem
